# Screens as filed in PubChem.
# FBW7 act = activators of human E3 ligase FBW7 | Q969H0 | AlphaScreen FBW7–phospho-cyclin E peptide binding, activator screen | normalized activity (activation), % at 26.1 µM | 650,000 compounds, 0.13% hits | AID 1259310; in the data active means normalized activity above about 1.9%;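 further: purified mutant Fbw7 with reduced substrate affinity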
# TEAD-YAP block = TEAD-YAP interaction inhibition; 640,000 compounds, 1.4% hits; inhibition, % at 9.12 µM; HEK-TIYL cells, TEAD-Gal4/YAP UAS-luciferase luminescence; in the data active means inhibition above about 32%;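 further: 0% = median of test compound wells and 100% = reference inhibitor wells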
# MITF inh = inhibitors of human MITF. 650,000 compounds, 0.91% hits. AID 1259374. AlphaScreen MITF homodimerization, bead proximity signal. inhibition, % at 2.6 µM. O75030; in the data active means inhibition above about 50%;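 further: 0% = vehicle wells with protein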
# Target sequence (O75030 whole entry, looked up): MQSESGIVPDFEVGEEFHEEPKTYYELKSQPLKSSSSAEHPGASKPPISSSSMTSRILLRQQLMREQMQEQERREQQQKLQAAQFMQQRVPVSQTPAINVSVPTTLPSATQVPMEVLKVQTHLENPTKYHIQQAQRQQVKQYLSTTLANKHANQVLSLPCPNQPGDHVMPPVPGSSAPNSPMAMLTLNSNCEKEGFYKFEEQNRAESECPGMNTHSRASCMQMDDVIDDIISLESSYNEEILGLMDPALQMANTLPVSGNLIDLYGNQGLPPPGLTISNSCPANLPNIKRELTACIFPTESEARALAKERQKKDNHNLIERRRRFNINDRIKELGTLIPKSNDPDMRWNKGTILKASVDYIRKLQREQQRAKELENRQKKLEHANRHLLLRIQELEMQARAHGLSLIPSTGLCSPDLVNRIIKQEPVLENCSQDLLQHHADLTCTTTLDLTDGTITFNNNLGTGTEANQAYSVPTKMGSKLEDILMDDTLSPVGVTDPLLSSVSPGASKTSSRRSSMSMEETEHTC
# GPR151 activ = activators of human GPR151 | activation, % at 11.2 µM | 650,000 compounds, 1% hits | PathHunter beta-arrestin GPR151 cells, luminescence | Q8TDV0; in the data active means activation above about 4.9%;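 further: 0% = median of compound wells and 100% = cells with positive control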
# Target sequence (Q8TDV0 whole entry, looked up): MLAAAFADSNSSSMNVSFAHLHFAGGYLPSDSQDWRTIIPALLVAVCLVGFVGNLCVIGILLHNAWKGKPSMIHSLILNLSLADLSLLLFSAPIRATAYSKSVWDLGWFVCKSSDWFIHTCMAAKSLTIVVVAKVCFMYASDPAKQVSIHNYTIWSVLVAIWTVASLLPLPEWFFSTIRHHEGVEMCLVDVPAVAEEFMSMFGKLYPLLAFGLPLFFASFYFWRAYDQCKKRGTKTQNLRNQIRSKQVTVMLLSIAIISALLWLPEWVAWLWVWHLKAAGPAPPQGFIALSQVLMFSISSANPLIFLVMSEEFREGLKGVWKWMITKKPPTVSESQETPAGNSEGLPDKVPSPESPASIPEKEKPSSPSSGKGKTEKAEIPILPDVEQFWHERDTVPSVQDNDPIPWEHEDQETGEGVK
# Starred values were filed as active, the others as inactive. No enrichment for hits; 3.4% or so of the library scored in one or more.
SMILES	FBW7 act	TEAD-YAP block	MITF inh	GPR151 activ
N#CC1(NC(=O)CN2CCCCCCC2)CCCC1	0.4	-6	9	-1.3
NC(=O)Cn1cc(C(=O)C(=O)N2CCOCC2)c2ccccc21	0.0	-1	6	-0.1
CC[C@H](C)[C@H](NC(N)=O)C(=O)Nc1ccc2c(c1)OCO2	-0.1	-5	7	-0.9
Cc1ccc(S(=O)(=O)NC(=O)Nc2sc3c(c2C(N)=O)CCCC3)cc1	0.0	2	9	-1.6
CC(C)(C)NC(=O)C1CC(C(c2ccccc2)c2ccccc2)=NO1 (configuration not stated)	0.1	-21	5	0.7
CC(C)(C)P(=NC(=S)N/N=C/c1cccnc1)(N1CCOCC1)N1CCOCC1	-0.1	-3	0	2.2
FC(F)(F)c1cccc(-c2nc3ccccc3nc2-c2ccccc2)c1	0.0	7	1	-0.2
CS(=O)(=O)c1ccc2nc(NC(=O)c3cccc([N+](=O)[O-])c3)sc2c1	-0.1	-5	6	-1.3
O=C(C1CCN(C2CCN(Cc3ccccc3Cl)CC2)CC1)N1CCCC1	0.0	4	5	1.0
CCN(CC)CCCNC(=O)c1ccc2c(c1)N(CC)CCS2	0.1	1	-5	3.4
COc1ccc(-c2cc(C(=O)Nc3ccc(Oc4ccc(Br)cc4)cc3)c3ccccc3n2)cc1	0.2	-11	4	-1.1
O=C(O)CCCCCNS(=O)(=O)c1cccc2c1C(=O)c1ccccc1C2=O	-0.1	0	-9	1.9
O=C(c1ccccc1Oc1nnnn1-c1ccccc1)N1CCCC1	0.1	-5	25	-1.0
CC(C)=CCN1CCC(n2nccc2NC(=O)Cc2ccccc2)CC1	0.0	-9	-12	0.6
CCOC(=O)C1=C(C)N=c2s/c(=C\c3ccc(OCc4ccccc4Cl)c(OCC)c3)c(=O)n2C1c1ccccc1 (configuration not stated)	-0.1	-9	-10	-1.5

# Some entries already given with just MITF inh:
compound	MITF inh
FC(F)(F)c1cccc(-c2nc3ccccc3nc2-c2ccccc2)c1	1
CS(=O)(=O)c1ccc2nc(NC(=O)c3cccc([N+](=O)[O-])c3)sc2c1	6

# More structures.
SMILES	FBW7 act	TEAD-YAP block	MITF inh	GPR151 activ
CS(=O)(=O)CCC(C(=O)Nc1cccc2ncccc12)N1C(=O)c2ccccc2C1=O (configuration not stated)	-0.1	2	5	0.2
CCCC/C=C\c1cnc2c(NCCOC)nccn12	0.0	-1	-5	-1.1
COc1ccc(S(=O)(=O)Nc2ccc(F)c(F)c2)cc1Cl	1.6	8	10	2.9
O=C(Nc1nc(CN2CCc3ccccc3C2)cs1)c1ccccc1Cl	-0.3	-2	22	-0.6
CCN1CCN(C(=O)c2nn(-c3ccc(OC)cc3)c(=O)c3ccccc23)CC1	-0.1	-3	-1	0.3
Cc1cccc2cc(C#N)c(NCCNC(=O)C3CC3)nc12	0.1	15	5	-0.1
Cc1nc(-c2ccccc2F)cc(N2CCOCC2)n1	-0.1	-6	4	-0.7
Cc1ccc(C(=O)O/N=C(\N)c2cccnc2)c(C)c1	0.3	-61	-5	-4.8
O=C(N/N=C/c1c[nH]c2ccccc12)C1CC12CCC2 (configuration not stated)	0.0	-12	1	1.4
CN(C)CCOc1cc(-c2cn[nH]c2)c(F)cc1NC(=O)C(N)c1cccc(F)c1 (configuration not stated)	0.1	-2	3	0.1
COc1cc(NC(=O)COC(=O)c2cc(O)c(O)c(O)c2)c(C)cc1[N+](=O)[O-]	0.3	8	15	0.9
O=C(Nc1cccc(Br)c1)c1n[nH]c(=O)c2ccccc12	0.1	-11	-4	-2.3
Nc1nonc1C(=O)NCCNCc1cccc(OCc2ccc(Cl)cc2)c1	0.1	3	3	-0.7
COc1ccc2nc(N3CCC(C(=O)NCCCN4CCC(C)CC4)CC3)sc2c1	0.1	-17	-15	-2.9
COc1ccc(-c2nc3cnccn3c2Nc2ccc3c(c2)OCO3)cc1	-0.1	-8	1	-0.2

# Next part.
SMILES	FBW7 act	TEAD-YAP block	MITF inh	GPR151 activ
Cc1csc(=N)n1CC(=O)Nc1ccccc1	-0.1	0	6	0.4
O=[N+]([O-])c1ccc(-c2noc(-c3cc(Cl)ccc3Cl)n2)o1	-0.1	2	1	1.5
COc1ccc(NC(=O)C(=O)NCc2ccc(C(C)C)cc2)cc1	0.2	11	1	2.8
CN(CCCC(=O)O)c1nc(-c2cccc([N+](=O)[O-])c2)cs1	-0.1	-13	-2	0.1
O=C(Nc1cccc(Br)c1)c1ccc(CN2CCOCC2)cc1	-0.1	-21	-3	-0.7
COc1ccc(S(=O)(=O)N(CC(=O)Nc2ccc(Br)cc2)c2ccc(C)cc2)cc1	0.1	-8	-6	1.9
O=C(CSc1n[nH]c(COc2ccc(Cl)cc2)n1)Nc1ccc(F)c([N+](=O)[O-])c1	0.1	8	4	1.0
C#CCSc1nc2ccccc2n1C(=O)c1sc2ccccc2c1Cl	0.0	17	-10	-1.2
COCCNC(=O)Nc1cccc([N+](=O)[O-])c1	0.0	-5	0	-0.3
CC(C)n1c(N2CCc3ccccc3C2)nc2c(NCc3nc4ccccc4[nH]3)ncnc21	-0.1	2	10	0.6
O=C(CNC(=O)c1ccc2c(c1)OCO2)N/N=C/c1ccc([N+](=O)[O-])cc1	0.3	1	-16	-0.2
Cc1cc(C(=O)COC(=O)c2ccco2)c(C)n1Cc1cccs1	-0.1	0	-10	0.5
Cc1c(C(=O)O)oc2ccc(S(=O)(=O)NC3CCCCC3)cc12	1.5	-2	11	-1.2
CCC12CN3CC(CC)(CN(C1)C3C(O)C(O)C(O)C(O)CO)C2=O (configuration not stated)	0.0	-1	-4	-0.1
CC(C)OC(=O)C(=O)/C=C1\NC(C)(C)Cc2ccccc21	-0.1	6	5	-0.6

# Single entries from the entries so far:
# GPR151 activ result of O=[N+]([O-])c1ccc(-c2noc(-c3cc(Cl)ccc3Cl)n2)o1 = 1.5
# FBW7 act result of COc1ccc(S(=O)(=O)N(CC(=O)Nc2ccc(Br)cc2)c2ccc(C)cc2)cc1 = 0.1
# GPR151 activ result of CN(CCCC(=O)O)c1nc(-c2cccc([N+](=O)[O-])c2)cs1 = 0.1
# TEAD-YAP block result of O=C(CNC(=O)c1ccc2c(c1)OCO2)N/N=C/c1ccc([N+](=O)[O-])cc1 = 1

# Arranged by molecular weight (ascending): part of the list above
SMILES	FBW7 act	TEAD-YAP block	MITF inh	GPR151 activ
O=[N+]([O-])c1ccc(-c2noc(-c3cc(Cl)ccc3Cl)n2)o1	-0.1	2	1	1.5
O=C(Nc1cccc(Br)c1)c1ccc(CN2CCOCC2)cc1	-0.1	-21	-3	-0.7
COc1ccc(S(=O)(=O)N(CC(=O)Nc2ccc(Br)cc2)c2ccc(C)cc2)cc1	0.1	-8	-6	1.9

# Carrying on.
SMILES	FBW7 act	TEAD-YAP block	MITF inh	GPR151 activ
N=c1ccccn1CN1C(=O)c2ccccc2C1=O	0.0	3	-5	1.3
COc1cc2nc(Nc3ncccn3)nc(Nc3ccccc3)c2cc1OC	0.2	-5	23	0.1
O=C(NCCN1CCOCC1)c1csc(Nc2ccccc2)n1	0.0	2	-1	-1.0
CCOc1ccc(CC(=O)Oc2coc(CSc3ncccn3)cc2=O)cc1	0.0	12	14	0.9
Cc1cc(C2C(C#N)=C(N)N(c3ccc(F)cc3)C3=C2C(=O)CCC3)c(C)s1 (configuration not stated)	0.0	6	18	-0.2
C=CCNC(=O)c1cc2c(n(-c3ccc(OC)cc3)c1=O)CC(C)(C)CC2=O	-0.1	-1	1	0.0
Cc1c(Cc2ccccc2)c(=O)oc2c(C)c(OC/C(=N/O)c3ccccc3)ccc12	0.1	0	16	3.2
O=C(Cc1cn2ccsc2n1)N1CCC2(CCC(=O)N2Cc2ccccc2F)CC1	-0.2	-7	-1	-1.4
CCN1CCN(C(=O)c2sc3ncn(CC(=O)Nc4cccc(C(F)(F)F)c4)c(=O)c3c2C)CC1	0.0	6	-9	-0.7
Cc1ccc(N2CC(C(=O)NCCC(C)C)CC2=O)cc1 (configuration not stated)	0.3	13	5	0.5
CC(=O)Nc1nc2ccc(S(=O)(=O)N3CCCC3)cc2s1	0.0	3	9	-0.2
Cc1nn(C)cc1C(=O)N1C[C@H](C(=O)O)[C@@H](c2ccccc2F)C1	0.0	-12	3	-0.5
COCc1oc2c(cc(NS(=O)(=O)c3ccc(C)cc3)c3ccccc32)c1C(=O)OC	0.2	13	10	-0.1
COc1ccc(CN2CC(C(=O)NCCN3CCOCC3)CC2=O)cc1 (configuration not stated)	0.0	3	-7	-0.7
Cc1ccc(NC(=O)Nc2nnc(N3C(C)CCCC3C)s2)cc1Cl (configuration not stated)	-0.1	-3	3	0.2

# (further entries)
Structure,FBW7 act,TEAD-YAP block,MITF inh,GPR151 activ
O=C(Cc1cccs1)N/N=C\C=C\c1ccco1,-0.1,-33,64*,-0.1
CC1(c2ccccc2)CC(C)(C)N(C(=O)CN2C(=O)CCC2=O)c2ccccc21 (configuration not stated),0.7,3,16,-1.2
CCCN(CCC)c1ccc(/C=N/NC(=O)c2ccncc2)cc1,-0.1,8,-2,1.2
CCOc1ccc2[nH]c(=O)c(C(c3nnnn3CCOC)N3CCN(C)CC3)cc2c1 (configuration not stated),0.1,5,-13,2.3
N#Cc1cc(Oc2ccc(Cl)cc2)c(N2CCOCC2)cc1C#N,-0.1,-7,6,-1.0
Cc1nc(N(C)c2ccc(C(C)C)cc2)c2c(C)c(C(=O)N3CCN(c4ccccc4)CC3)sc2n1,0.1,-4,-3,0.2
CN(C(=O)c1cc(COc2c(F)cccc2F)on1)C1CCOC1 (configuration not stated),0.1,-32,16,-0.9
Cc1occc1C(=O)NC(C)C12CC3CC(CC(C3)C1)C2 (configuration not stated),0.8,17,9,1.0
Brc1c(OCCCCn2ccnc2)ccc2ccccc12,0.2,-20,78*,-2.1
CCOC(=O)c1sc(N2C(=O)C(=O)/C(=C(/O)c3ccc(F)cc3)C2c2ccc(F)cc2)nc1C (configuration not stated),0.2,-5,20,0.0
CCCc1[nH]nc2c1C1(C(=O)Nc3ccc([N+](=O)[O-])cc31)C(C#N)=C(N)O2 (configuration not stated),0.6,-2,11,-0.2
Cc1ccc(C2Nc3ccccc3NC3=C2C(=O)CC(c2ccc4c(c2)OCO4)C3)s1 (configuration not stated),0.4,10,5,-1.0
CCCC(=O)Nc1nn2c(-c3ccccc3C)nnc2s1,0.0,3,-4,1.3
O=C(Nc1ccc2[nH]ncc2c1)C1CCCN1C(=O)Nc1ccc(Cl)cc1 (configuration not stated),0.2,-2,14,0.4
COc1ccc(C(=O)N2CCN(Cc3ccc4c(c3)OCO4)CC2)cc1OC,0.0,8,41,1.2
COc1ccc(S(=O)(=O)Nc2ccc(-c3csc(C)n3)cc2)cc1,-0.1,3,-9,0.4
CC(=O)n1c2c(c3cc(C)ccc31)CCCC2=O,0.0,-16,-5,1.3
CCOc1ccc(/C(O)=C2/C(=O)C(=O)N(c3ccccn3)C2c2ccc(F)cc2)c(C)c1 (configuration not stated),-0.1,-6,4,0.1
COc1ccc(NC(=O)c2ccc3c(=O)n(-c4ccccc4)c(=S)[nH]c3c2)cc1Cl,-0.1,3,-2,1.2
Cc1nc2ncccc2c(=O)n1-c1ccc(NC(=O)c2cc(Br)ccc2Cl)cc1,-0.1,1,2,-0.3

# As a working copy, part of the list above.
Structure,FBW7 act,TEAD-YAP block,MITF inh,GPR151 activ
CCOc1ccc(/C(O)=C2/C(=O)C(=O)N(c3ccccn3)C2c2ccc(F)cc2)c(C)c1 (configuration not stated),-0.1,-6,4,0.1
COc1ccc(NC(=O)c2ccc3c(=O)n(-c4ccccc4)c(=S)[nH]c3c2)cc1Cl,-0.1,3,-2,1.2
Cc1nc2ncccc2c(=O)n1-c1ccc(NC(=O)c2cc(Br)ccc2Cl)cc1,-0.1,1,2,-0.3

# Remaining list, next part
Structure,FBW7 act,TEAD-YAP block,MITF inh,GPR151 activ
O=C(NC1CCCCC1)c1cc(F)cc2c1OCOC2,-0.1,6,9,-0.6
OC(CNc1ccncc1)COc1ccc(OCC(O)CNc2ccncc2)cc1 (configuration not stated),-0.1,1,-7,0.6
CCOc1ccccc1-n1nnc(C(=O)OCc2ccc(F)cc2)c1C,0.1,-6,-9,-0.7
O=C(CN(CCc1ccccc1)C(=O)c1csnn1)NCc1ccccc1,0.0,4,4,-0.3
Cc1ccc(OCCn2c(SCCO)nc3ccccc32)c(C(C)C)c1,-0.1,-5,1,0.5
CCOc1cccc(OCCOCCn2cnc3ccccc3c2=O)c1,0.4,-4,19,-1.5
O=C(Nc1ccc(Oc2ccccc2)cc1)c1cnc(-c2csc3ccccc23)s1,1.1,6,12,4.6
CC1CN(Cc2ccc(Sc3nncn3C)o2)Cc2cc(Cl)ccc2O1 (configuration not stated),0.1,-3,9,0.9
Cc1ccc(NC(=O)C2CCN(c3nnc(-n4c(C)ccc4C)s3)CC2)cc1C,0.2,0,1,0.7
O=C(CCS(=O)(=O)Cc1ccccc1F)NCc1ccc(F)cc1,0.1,3,3,-1.0
Fc1ccc(Nc2nc3ccc(Cl)cc3n3cnnc23)c(F)c1,0.0,1,0,-1.2
CSCCC(NC(N)=O)C(=O)Nc1cccc(S(=O)(=O)N2CCOCC2)c1 (configuration not stated),0.0,-2,0,1.1
Cn1c(=O)[nH]c(=O)c2[nH]c(CN3CCN(Cc4ccccc4)CC3)nc21,-0.1,9,12,1.2
